# Assay outcomes (PubChem BioAssay)
# HSP90 inh: inhibitors of HSP90 luciferase refolding in rabbit reticulocyte lysate | luciferase refolding luminescence, 3 h | inhibition, % at 5.6 µM | 290,000 compounds, 0.91% hits | AID 1789;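 active means inhibition above the screen-wide mean plus 3 SD, computed separately per campaign, cut at about 16% in these data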;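 further: 0% = DMSO wells and 100% = 60 µM geldanamycin wells; inhibitors lower the luminescence because luciferase stays unfolded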
# HSF1 inh: HSF1 inhibition; NIH3T3-HGL HSE-luciferase, MG132-induced, luminescence 8 h; stronger effect = lower value; activity change, negative = inhibition, % at 7.5 µM (by protocol); 300,000 compounds, 0.77% hits;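 active means more than half of replicate wells show activity change below -50%, luminescence cut by over half; inconclusive means some wells, but at most half, below -50%; inactive means no replicate well below -50%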;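 further: luciferase reports HSF-1 transcriptional activity via heat shock element; 0% = median of DMSO wells and -100% = zero luminescence signal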
# DYRK1A inh: Dyrk1A (rat) kinase inhibition | Q63470 | ADP-Glo luminescence, NFATc1 peptide | inhibition, % at 12.5 µM | 310,000 compounds, 0.43% hits | AID 504441; in the data active means inhibition above about 50%;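 further: plate controls were vehicle with enzyme for no effect and no enzyme for full effect; many of its hits are not listed in these tables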
# AI-2 QS mod: modulators of Vibrio harveyi AI-2 quorum sensing system | Vibrio harveyi JMH597 AI-2 luminescence/OD600 ratio, 9 h; stronger effect = lower value; strain lacks LuxN and CqsS sensors; 0 = neutral-control median | activity change, % at 7.5 µM | 300,000 compounds, 0.4% hits; in the data active means activity change below about -75%, passing the limit was not always enough; inconclusive means no clear call, values can overlap the other calls;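 further: luminescence divided by OD600 gain over 9 h not by final OD600 alone; inactives centre near 13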
# GSK3A inh: human GSK-3 alpha kinase inhibition; P49840; ADP-Glo luminescence, 60 min; inhibition, % at 10 µM; 320,000 compounds, 0.1% hits;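 in the data active means inhibition above about 50%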;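 further: GST-tagged GSK-3 alpha with peptide substrate and 25 µM ATP; 0% = DMSO neutral wells and 100% = GW8510 positive control wells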
# PolyA inhibitor: yeast polyadenylation inhibition | S. cerevisiae SKY197-pL101 polyadenylation reporter, beta-gal luminescence; efflux-impaired pdr1/pdr3 knockout yeast; score 100 = 6 SD above DMSO | calls only at 12 µM | 300,000 compounds, 0.02% hits | AID 1875;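 active means lowest replicate activity score at least 50, where 100 means six control SD above control mean; inconclusive means lowest score under 50 but half or more replicates reach 50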;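 further: yeast exposed to compound for 9 h at 30 °C; higher score means more reporter readthrough which indicates perturbed polyadenylation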
# HDAC3 inh: human HDAC3 inhibition; O15379; recombinant HDAC3, fluorogenic peptide/trypsin coupled, fluorescence; inhibition, % at 8.3 µM; 320,000 compounds, 0.15% hits; in the data active means inhibition above about 26%, passing the limit was not always enough; inconclusive means no clear call, values can overlap the other calls
# Target sequence (O15379 whole entry, looked up): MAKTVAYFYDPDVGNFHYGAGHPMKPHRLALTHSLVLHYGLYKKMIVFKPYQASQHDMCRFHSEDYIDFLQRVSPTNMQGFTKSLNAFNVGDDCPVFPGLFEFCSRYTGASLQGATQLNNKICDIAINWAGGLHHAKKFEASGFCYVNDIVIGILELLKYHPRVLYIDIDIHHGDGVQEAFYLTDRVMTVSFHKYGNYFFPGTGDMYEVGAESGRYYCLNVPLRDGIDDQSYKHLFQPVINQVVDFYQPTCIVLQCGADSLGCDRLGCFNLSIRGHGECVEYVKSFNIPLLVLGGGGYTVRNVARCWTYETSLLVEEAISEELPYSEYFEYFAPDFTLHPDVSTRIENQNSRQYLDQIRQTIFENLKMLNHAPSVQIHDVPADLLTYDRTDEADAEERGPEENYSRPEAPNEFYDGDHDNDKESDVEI
# Platelet DG rel: platelet dense granule release activity. inhibition, %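 (compounds screened at 7.5 µM in platelet-rich plasma)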. 300,000 compounds, 0.22% hits. human platelet-rich plasma, SFLLRN dense granule ATP release, luminescence;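 active means mean replicate score, as percent of positive control, at or above 50; inconclusive means mean below 50 but at least one replicate at or above 50; inactive means mean and every replicate below 50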
# HSF-1 act: increases HSF-1 driven luciferase reporter signal; activation, % at 9 µM; NIH3T3-HGL HSF-1 luciferase reporter, MG132, 8 h; 100% = twice DMSO control signal; 300,000 compounds, 1.7% hits; AID 504408;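 active means mean replicate activation of at least 50% with a set share of replicates each reaching 50%; inconclusive means only one of those two conditions met; inactive means mean below 50% and too few replicates reaching it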;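 further: 0% = median of the neutral control wells and 100% = twice that signal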
# GSK3B inh: inhibitors of human GSK3beta kinase. activity score (negative = inhibition), % at 10 µM. AID 2097. P49841. GST-GSK3beta kinase, ADP-Glo luminescence, 60 min; stronger effect = lower value. 300,000 compounds, 0.038% hits;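 active means more than half of replicate wells score below -50%, meaning over 50% inhibition versus plate controls; inconclusive means some replicates but at most half score below -50%; inactive means no replicate scores below -50%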;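 further: 0% = median DMSO wells and -100% = median GW8510 positive control wells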
# Target sequence (P49841 whole entry, looked up): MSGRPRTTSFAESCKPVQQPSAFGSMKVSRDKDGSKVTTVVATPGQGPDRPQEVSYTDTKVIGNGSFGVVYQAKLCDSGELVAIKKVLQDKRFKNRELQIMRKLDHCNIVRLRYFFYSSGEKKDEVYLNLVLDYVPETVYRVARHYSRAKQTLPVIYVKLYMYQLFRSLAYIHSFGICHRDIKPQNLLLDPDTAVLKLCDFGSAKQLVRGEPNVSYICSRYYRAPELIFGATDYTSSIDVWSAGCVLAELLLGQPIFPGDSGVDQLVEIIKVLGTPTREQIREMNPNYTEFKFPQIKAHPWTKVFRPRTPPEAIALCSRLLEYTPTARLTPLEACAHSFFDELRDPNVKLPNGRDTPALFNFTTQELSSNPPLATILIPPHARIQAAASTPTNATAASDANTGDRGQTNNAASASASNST
#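 Test system – GST-tagged human GSK3beta kinase, cell-free · Incubation – 60 min enzyme reaction, room temperature · Signal – ADP-Glo luminescence · Also added – peptide substrate and ATP at 25 µM · Controls – DMSO neutral wells and GW8510 at 20 µM as positive · Buffer or medium – Tris/MgCl2 kinase buffer · Measure – Luminescence-derived activity versus plate DMSO and GW8510 wells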
# * hit, by the source's call; i = inactive; ? = inconclusive; · = not tested or not shown.
SMILES,HSP90 inh,HSF1 inh,DYRK1A inh,AI-2 QS mod,GSK3A inh,PolyA inhibitor,HDAC3 inh,Platelet DG rel,HSF-1 act,GSK3B inh
Cc1cnc(C(=O)OCC(=O)c2ccc(C3CCCCC3)cc2)cn1,·,-16.8,0.3,8.5,-1.4,i,-1.3,-2.1,-40.4,1.6
O=C(Nc1ccon1)c1ccc2c(c1)OCO2,-0.7,-2.7,36.0,13.0,-0.2,i,2.3,-4.8,11.6,-0.7
CCOc1ccc(S(=O)(=O)N2CCCC(C(=O)NCc3cccnc3)C2)cc1Cl (centres undefined),-3.9,-5.1,-4.0,-8.0,-10.0,i,4.0,9.6,-4.7,-0.4
COc1cc(CNC2CCCCCCC2)c(Br)cc1OCCO,-1.0,5.9,·,16.5,2.1,i,6.6,1.8,-13.0,3.8
Cc1[nH]n(-c2ncc(-c3ccccc3)s2)c(=O)c1C(c1ccc(Cl)cc1)C(C#N)C#N (centres undefined),2.5,2.4,-8.1,1.9,-2.9,i,-5.6,-3.4,19.8,-1.3
CCN(CC(=O)NC(C)C)Cc1nc2sc3c(c2c(=O)[nH]1)CCC3,8.7,21.3,-5.6,0.9,-0.8,i,-4.0,-1.6,?,-5.3
CC(C)c1nc(N2CCOCC2)c(C#N)c2c1CCC2,2.6,0.6,6.2,14.3,0.2,i,-19.9,-0.1,-2.9,6.1
Cc1ccc(Cn2nnnc2CN2CCC(c3nc4ccc(Cl)cc4[nH]3)CC2)cc1,1.8,9.1,11.1,11.9,-1.9,i,9.0,-5.6,42.8,-2.8
O=C1Nc2ccccc2/C1=C/c1ccnc2ccccc12,-2.5,-0.8,0.4,8.7,-1.6,i,-1.2,0.4,16.2,-0.5
CCN(CC)S(=O)(=O)c1ccc(N2CCCC2)c(NS(=O)(=O)c2cccs2)c1,4.2,6.0,-1.5,15.8,-0.2,i,4.2,-2.0,23.0,3.4
CCC(=O)N1CCc2cc(S(=O)(=O)NCCC(=O)N3CCN(c4ccccc4)CC3)ccc21,3.4,-1.1,-7.3,6.0,0.2,i,12.0,9.5,10.1,3.5
Cc1ccc2nc(SCC(=O)N3CCN(c4ccccc4)CC3)nc(=O)n2c1,·,-1.4,-0.2,42.4,·,i,·,17.4,-13.7,-3.3
Cc1ccc(C(C(=O)NC(C)(C)C)N(C(=O)c2csnn2)c2cccc(F)c2)o1 (centres undefined),2.1,3.1,-8.1,11.8,-2.2,i,-5.4,0.3,-4.1,2.2
[N-]=[N+]=NC1C[C@H](n2ccc(=O)[nH]c2=O)O[C@@H]1CO (some centres undefined),3.6,-6.8,-2.2,18.5,-2.0,i,0.6,3.3,1.1,1.1
CCC(C(=O)Nc1cc(Cl)c(OC)cc1OC)c1ccccc1 (centres undefined),3.6,3.5,-12.3,15.0,-0.7,i,4.8,11.8,-16.8,1.5
CC(C)(C)c1cc(NC(=O)COC(=O)c2ccc3c(=O)n4c(nc3c2)CCC4)n(-c2ccccc2)n1,-0.9,-1.8,14.1,1.7,2.0,i,-1.2,·,3.6,0.7
Cc1[nH]nc2c1C(c1ccc(-c3ccc(Cl)cc3)o1)C(C#N)=C(N)O2 (centres undefined),5.8,3.7,-2.0,16.7,-1.3,i,7.2,3.5,7.9,1.1
O=C(NC(Cc1ccccc1)C(=O)O)c1cccnc1Cl (centres undefined),-1.5,-2.9,2.6,-1.2,0.0,i,-5.2,14.0,6.0,-0.7
O=C(Nc1ccc2c(c1)nc1n2CCN(C2CCCCC2)C1)NC1CCCCC1,2.4,5.9,·,23.9,-4.1,i,-9.5,-0.5,6.0,-1.9
O=C(Cc1ccc(S(=O)(=O)N2CCCC2)s1)N1CCOCC1,4.6,-5.8,18.1,33.2,-0.4,i,4.2,10.6,-15.4,3.0
COc1ccccc1CO/N=C/NC(=O)c1c(OC)ccnc1Oc1ccc(F)cc1,-3.5,-6.9,·,13.9,-1.1,i,8.5,-11.6,1.2,0.7
O=C(CSc1ncn(-c2ccccc2)n1)NCc1ccccc1,-4.4,-9.2,-9.5,-2.8,-5.3,i,-1.2,4.1,9.3,0.2
CCC1CCCCN1CCCNC(=O)C1CC(=O)N(CCc2ccccc2)C1 (centres undefined),1.8,-0.3,3.9,-7.4,-2.2,i,-1.2,1.0,2.2,0.1
CCCc1cc(=O)[nH]c(=S)[nH]1,2.6,-4.6,2.9,25.3,-2.3,i,-0.8,-2.1,-15.6,4.0
O=C(NCc1nnc(SCC(=O)N2CCN(c3ccccc3)CC2)o1)c1ccco1,-1.0,-14.6,6.0,27.3,-0.8,i,5.5,-2.1,-32.8,1.6
# Additional compounds:
SMILES,HSP90 inh,HSF1 inh,DYRK1A inh,AI-2 QS mod,GSK3A inh,PolyA inhibitor,HDAC3 inh,Platelet DG rel,HSF-1 act,GSK3B inh
Nc1c(-c2ccccc2)cnc2cc(-c3ccccc3)nn12,-2.5,12.4,3.0,13.5,·,i,·,12.3,43.3,-0.2
OCCN1CCN(c2ncnc3scc(-c4ccc(F)cc4)c23)CC1,-3.7,-3.9,-0.6,15.4,2.3,i,4.9,4.7,-11.9,-21.6
O=S1(=O)NC2c3ccccc3CC2O1 (centres undefined),2.6,0.9,-4.8,-3.2,-1.2,i,-7.5,-0.2,8.5,6.0
C=CCN1C(=O)c2oc3ccccc3c(=O)c2C1c1ccc(O)c(OC)c1 (centres undefined),-3.2,-1.6,-8.7,10.9,-2.4,i,0.3,8.1,4.0,2.2
CCOC(=O)N1CCC(NC(=O)c2cc(C(=O)NCc3ccc(F)cc3)ccc2CO)CC1,0.1,2.4,·,27.1,0.0,i,-14.7,2.3,8.3,-0.1
COc1ccc(-n2nc(C(=O)NCC(=O)Nc3ccc(F)cc3)c3ccccc3c2=O)cc1,-1.6,0.9,-0.8,21.5,0.8,i,1.3,-0.2,4.2,-1.8
O=C(O)CN1C(=O)C(=O)N(Cc2ccccc2F)C1=O,0.5,-11.6,2.6,6.1,-1.8,i,-2.2,-2.9,21.2,2.8
N/C(=N\OC(=O)c1cc([N+](=O)[O-])ccc1Cl)c1ccccn1,-0.4,7.2,-1.1,31.6,1.3,i,1.3,-4.5,14.5,11.7
Cc1ccc(OCC(=O)NCCC2=CCCCC2)cc1,-5.4,0.6,1.1,45.2,-1.2,i,-3.5,13.3,2.4,3.0
CCn1c(CSc2nc3ccccc3s2)n[nH]c1=S,-4.5,-0.6,-0.2,4.1,1.6,i,13.2,6.9,-7.2,-5.8
COc1ccccc1NS(=O)(=O)c1ccccc1C#N,1.2,-5.8,1.2,10.1,-0.7,i,4.9,-1.4,7.6,4.4
O=C(/C=C/c1cccnc1)c1cccc(O)c1,2.9,6.3,0.6,24.0,-2.8,i,5.5,-10.9,11.3,-1.8
CCC(=O)OCc1cc2cccc(C)c2[nH]c1=O,-1.2,-2.8,2.6,20.2,-1.2,i,-3.1,-10.3,-10.6,2.9
CCSc1nc2ccccc2n1Cc1cccc([N+](=O)[O-])c1,-0.8,14.4,·,4.3,-1.1,i,0.9,0.1,30.7,2.2
CNC(=O)c1ccsc1NC(=O)c1ccccc1,·,11.1,12.8,13.3,14.3,i,7.2,19.4,9.3,-4.5
CC(C)N1C(=S)SC2CS(=O)(=O)C=C21 (centres undefined),0.6,-4.8,4.2,8.4,-1.4,i,3.3,0.2,-10.1,4.1
CCOc1c2ccc(C(=O)NCCc3ccc(C)cc3)cc2nn1CC,-1.8,1.4,-17.1,10.0,-2.2,i,-28.6,7.0,6.8,-18.7
CCCC(=O)Nc1ccc(C=C(C(C)=O)C(C)=O)cc1,2.1,-4.5,·,18.9,4.3,i,?,-4.3,5.1,0.8
COC(=O)c1cccc(NC(=O)CC2NCCNC2=O)c1 (centres undefined),-1.7,-8.9,0.9,21.4,-2.2,i,-1.2,0.2,9.8,3.3
CCc1nnc(NC(=O)c2nc(S(=O)(=O)Cc3ccccc3)ncc2Cl)s1,1.2,-18.1,-5.2,-9.9,-2.2,i,4.9,-21.8,-36.5,0.2
Cc1cc(NC(=O)CC(C)C)c(=O)n(Cc2ccccc2F)c1,3.6,-1.3,·,1.6,0.4,i,4.8,0.9,-9.7,-3.5
Cc1nc2c(C)cccc2cc1C(=O)N/N=C/c1ccc(C(=O)O)cc1,-2.4,2.9,1.1,6.2,1.2,i,8.8,-2.0,-1.9,2.7
COc1ccccc1C1CCN(Cc2cccc(C(=O)N3CCC(O)CC3)c2)CC1,-3.7,-3.1,3.8,26.2,-0.4,i,-1.7,8.3,18.1,-0.6
CCCCN(C)CCCNC(=O)CC1Oc2ccccc2NC1=O (centres undefined),1.0,3.7,-6.6,29.5,-1.3,i,1.9,5.5,27.1,-5.6
COc1cc(/C=C2\SC(=S)N(Nc3ncc(C(F)(F)F)cc3Cl)C2=O)cc(OC)c1OC,3.7,15.5,2.3,35.3,-1.6,i,?,1.2,21.2,3.1

# An excerpt from above, limited to HSF1 inh and GSK3B inh:
SMILES	HSF1 inh	GSK3B inh
COc1ccccc1C1CCN(Cc2cccc(C(=O)N3CCC(O)CC3)c2)CC1	-3.1	-0.6
CCc1nnc(NC(=O)c2nc(S(=O)(=O)Cc3ccccc3)ncc2Cl)s1	-18.1	0.2

# (list continues)
SMILES,HSP90 inh,HSF1 inh,DYRK1A inh,AI-2 QS mod,GSK3A inh,PolyA inhibitor,HDAC3 inh,Platelet DG rel,HSF-1 act,GSK3B inh
C=CCN(CC(=O)NCc1ccccc1)C(=O)c1csnn1,0.7,-3.2,4.7,6.7,·,i,-0.7,-3.9,4.7,-0.9
CC(C)NC(=O)N(Cc1ccc(Cl)cc1)Cc1cccs1,-0.6,1.3,3.9,4.0,5.4,i,3.9,0.8,7.6,2.6
OCCNc1nc(-c2ccccc2)c2ccccc2n1,5.0,2.3,15.0,4.6,2.4,·,-15.3,-0.3,6.4,4.2
COc1nnc(-c2ccc(N3CCCCC3)c(NC(=O)C3CCCCC3)c2)c2ccccc12,-0.8,6.5,-3.3,24.1,0.9,i,2.6,-4.2,7.0,3.6
O=C(NC(=S)NNC(=O)c1ccccc1O)c1ccco1,5.7,-5.0,-11.4,91.5,0.8,i,7.8,-7.1,1.1,-0.8
CCCC(=O)Nc1sc(C(=O)OC)c(C)c1C(N)=O,3.1,4.1,-1.5,4.7,0.2,i,1.5,8.1,4.4,-0.4
Cc1nc(CN(C)C(=O)c2cc(COc3ccc4ncccc4c3)on2)cs1,3.4,-1.2,·,40.2,-0.2,i,0.5,4.8,-7.1,2.8
COc1cc(CCC(=O)OCC(=O)Nc2c(C)cc(C)cc2C)cc(OC)c1OC,0.6,-15.9,-3.4,33.7,-1.7,i,1.6,-6.0,-22.3,1.5
Cc1c(C)n(C(=O)CN2CCC(C(N)=O)CC2)c2ccccc12,2.6,-0.6,-5.6,15.4,-0.6,i,4.9,2.4,-6.8,2.0
Cc1ccc(NNC(=O)c2c(C)noc2C)cc1Cl,0.4,-6.0,·,3.8,-1.0,i,-0.7,-17.0,9.1,-1.7

# These rows are one share of the data, so the mix of outcomes need not match the whole.
